SV40 large T antigen = TAg ATPase/helicase activity blockers – biochemical (AID 1903); inhibition, % at 20 µM; hits with a dose series show IC50 in µM; SV40 large T antigen ATPase/helicase inhibition assay; higher % means a stronger effect; hit rate 0.39% among 310,000; in the data active = a potency from the dose series; inconclusive = inhibition mostly from about 32% at the one dose, without a potency; inactive = the rest, 99 in 100 with inhibition below about 32%; also: strong numbers were not always called active
GPR35 antagonists = inhibition of zaprinast-stimulated GPR35 beta-arrestin translocation – imaging, U2OS, beta-arrestin-GFP, zaprinast agonist, primary screen (AID 2058). U2OS GPR35 beta-arrestin-GFP translocation imaging, zaprinast antagonism; higher % means a stronger effect. inhibition, % at 10 µM; hits with a dose series show IC50 in µM. hit rate 0.052% among 290,000;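 active = inhibition of at least 50% with at least 30 cells and total cytoplasm GFP at most 10,000,000; inconclusive = under 30 cells or total GFP of 10,000,000 plus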
NTR1 agonist = NTR1-driven beta-arrestin-GFP spot formation – imaging, U2OS cells, high content, primary screen (AID 493036). P30989. agonist mode. activation, % at 20 µM. hit rate 0.17% among 330,000;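 active = activation at or above 40% of the spot to cytoplasm intensity ratio, with at least 20 cells analyzed; inconclusive = wells under 20 cells, flagged as cytotoxic or low count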;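 also: 0% = DMSO without peptide and 100% = 100 nM NTR1 peptide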
Target sequence (P30989 whole entry, looked up): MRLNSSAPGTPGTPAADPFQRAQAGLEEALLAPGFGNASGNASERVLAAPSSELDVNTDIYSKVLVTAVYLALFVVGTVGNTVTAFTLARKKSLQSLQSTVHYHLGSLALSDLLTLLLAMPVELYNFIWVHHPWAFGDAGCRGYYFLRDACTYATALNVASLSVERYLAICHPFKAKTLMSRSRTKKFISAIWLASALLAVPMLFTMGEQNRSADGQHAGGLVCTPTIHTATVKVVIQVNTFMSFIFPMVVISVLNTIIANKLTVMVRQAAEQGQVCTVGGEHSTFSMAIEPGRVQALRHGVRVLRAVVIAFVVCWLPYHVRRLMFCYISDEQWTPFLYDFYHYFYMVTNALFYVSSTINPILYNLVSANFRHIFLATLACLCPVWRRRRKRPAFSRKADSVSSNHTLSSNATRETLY
T cell HTS = modulates CD8 T cell binding to vesicles | hit rate 0.068% among 330,000 | calls only at 7 µM | 2C CD8+ T cell-vesicle binding, flow cytometry; active compounds read low | AID 2052;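 active = response, share of CD8 T cells binding vesicles, and their 90th percentile fluorescence all below set limits, cut at about 80% in these data, passing the limit was not always enough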
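System: murine 2C transgenic CD8+ T lymphocytes; also added: QL9-loaded Drosophila micro-vesicles; times: binding 1.5 h at 37 °C; measured by: flow cytometry, PE anti-B7-1 (FL2) versus Alexa647 anti-CD8 (FL8), PFA-fixed; control set: Peptide-free naked vesicles (low) and QL9 vesicles with 0.7% DMSO vehicle (high)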
MgcRacGAP inhibition = MgcRacGAP GTPase-activating activity inhibitors, confirmation, biochemical, ADP Hunter fluorescence. AID 624330. inhibition, % at 30 µM, or IC50 in µM where a hit was titrated. hit rate 0.6% among 340,000. MgcRacGAP-stimulated Rac1 GTP hydrolysis, ADP Hunter fluorescence; higher % means a stronger effect; GST-tagged Rac1 F28L mutant substrate;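 active = first-screen hits whose inhibition reached a set limit at any dose in the follow-up dose series; inconclusive = inhibition above the set first-screen limit but never retested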;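 also: fluorescence reports GDP produced by GAP-driven GTP hydrolysis; strong numbers were not always called active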
GPR55 beta-arrestin = GPR55 agonists via beta-arrestin recruitment, primary screen, imaging, U2OS cells, beta-arrestin-GFP redistribution (AID 1961) | U2OS GPR55 beta-arrestin-GFP redistribution imaging; higher % means a stronger effect | activation, % at 10 µM; hits with a dose series show EC50 in µM | hit rate 0.048% among 290,000;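 active = activation above 40% with more than 50 cells counted in the well; inconclusive = wells holding fewer than 50 cells, flagged as toxic or sparse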;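 also: U2OS osteosarcoma cells stably expressing GPR55 and beta-arrestin-GFP; plate controls were DMSO negative control for no effect and LPI positive control for full effect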
GPR55 antagonists = inhibition of LPI-stimulated GPR55 beta-arrestin translocation – imaging, U2OS, beta-arrestin-GFP, LPI agonist, primary screen (AID 2013) | inhibition, % at 10 µM, or IC50 in µM where a hit was titrated | U2OS GPR55 beta-arrestin-GFP translocation imaging, LPI antagonism; higher % means a stronger effect | hit rate 0.13% among 290,000;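 active = spots per cell inhibited over 60%, with over 100 cells counted and total cytoplasm intensity under 500,000; inconclusive = wells with under 100 cells, flagged as likely toxic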;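 also: U2OS cells stably carrying GPR55 and arrestin-GFP stimulated by 5 µM LPI near EC80; imaged beta-arrestin-GFP aggregate spots per cell after agonist stimulation; plate controls were LPI-stimulated DMSO wells for no effect and DMSO wells without LPI for full effect; some results filed as inactive read as strong as hits; confirmed hits need IC50 under 10 µM and bright autofluorescent wells are also inconclusive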
LYP inhibition = inhibitors of LYP phosphatase, biochemical, fluorescence intensity, uHTS (AID 1779) | recombinant LYP phosphatase, fluorescence intensity; higher % means a stronger effect | one-dose inhibition, % at 11.5 µM; IC50 in µM for titrated hits | hit rate 0.054% among 290,000; in the data active = inhibition above about 50%;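 also: plate controls were vehicle with enzyme for no effect and no enzyme for full effect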
Lipid droplet = hepatic lipid droplet formation modulation; AML12 mouse hepatocytes, oleate lipid droplets, BODIPY imaging; inhibition, % at 6.5 µM; hit rate 0.4% among 240,000;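 active = lipid droplet intensity inhibited by at least 50%, with more than 500 cells counted; inconclusive = wells with under 300 cells, treated as cytotoxic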
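Test system: AML12 mouse liver cells; schedule: overnight exposure; technique: high-content imaging of BODIPY-stained droplets and DAPI nuclei; read-out: % inhibition of corrected integrated BODIPY droplet signal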
Lipid droplet cells 6.5 µM = second read-out of Lipid droplet, no call of its own (marks repeat the call); cell count; measured here: cell count, cytotoxicity flag;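 cells counted across two imaged fields per well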
T cell HTS vesicle-bound % = second read-out of T cell HTS, no call of its own (marks repeat the call); double positive events, %; measured here: CD8+ vesicle-bound cell fraction;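 binding gate set so that unloaded-vesicle control wells show 10% double positive cells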
NTR1 agonist cell count 20 µM = also measured in NTR1 agonist; calls as there; cell count; measured here: cell count, cytotoxicity flag
* hit, by the source's call; i = inactive; u = inconclusive; x = no result given.

Values in the order: SV40 large T antigen	GPR35 antagonists	NTR1 agonist	NTR1 agonist cell count 20 µM	T cell HTS	T cell HTS vesicle-bound %	MgcRacGAP inhibition	GPR55 beta-arrestin	GPR55 antagonists	LYP inhibition	Lipid droplet	Lipid droplet cells 6.5 µM
> COc1ccc(NC2CCCN(C(=O)C3(C)CCCCC3)C2)cc1OC (stereo not given)
  37%	-5%	0.9	60	i	22	-46%	-0.2%	18%	-8%	-3	704
> O=S(=O)(Nc1ccc(Cl)cn1)c1ccc2c(c1)OCCO2
  11%	x	0.6	67	i	26	4%	x	x	x	x	x
> COC(=O)c1ccc(N2NC(=O)/C(=C/c3cc(OC)c(OC)c(OC)c3)C2=O)cc1
  u	8%	13	89	i	54	x	0.5%	10%	-3%	2	855
> CCOC(=O)C1C(=O)CC(C)(O)C(C(=O)OCC)C1c1ccccc1OC (stereo not given)
  3%	-5%	4.8	48	i	32	0%	-0.1%	16%	-7%	-11	741
> Cc1ccc(C)c2sc(NC(=O)c3nc4ccccc4s3)nc12
  -3%	-6%	2.7	63	i	6	6%	0.2%	-6%	-9%	4	703
> Cc1c(-c2cccc(Cl)c2)nc2ccccc2c1C(=O)OCC(=O)Nc1ccc2c(c1)OCO2
  9%	-20%	3.6	60	i	36	3%	0.2%	-6%	2%	5	614
> COc1cccc(CN(C)CC(=O)Nc2cccc3ccccc23)c1
  6%	2%	-0.5	60	i	46	22%	24%	-10%	-2%	-6	669
> CN(C)S(=O)(=O)c1cccc(NC(=O)COC(=O)CCC(=O)c2cccs2)c1
  2%	1%	-0.4	58	i	32	4%	-0.2%	5%	-3%	1	698
> Cc1cc(N2CCCCC2)nc(SCC(=O)c2ccccc2)n1
  -6%	30%	0.5	89	i	32	6%	-0.3%	9%	-2%	x	x
> CCOC(=O)C(CCSC)Nc1nc(Cl)nc(Nc2ccc(Cl)cc2)n1 (stereo not given)
  10%	x	-4.4	84	i	27	16%	x	x	x	x	x
> COc1ccc(C(=O)NCC2CCCO2)cc1S(=O)(=O)N1CCCc2ccccc21 (stereo not given)
  8%	5%	2.2	60	i	29	-1%	-0.5%	9%	-2%	-20	700
> COc1cc(C2CC(=O)C3=C(C2)Nc2ncnn2C3c2cccs2)cc(OC)c1OC (stereo not given)
  0%	-1%	0.4	40	i	39	x	-0.2%	3%	0%	7	743
> C/C=C(\C)CN1CCN(c2ccc(C)cc2)CC1
  5%	7%	-0.9	29	i	47	41%	-0.2%	2%	-15%	13	793
> CCOc1c(OC)ccc2c3c(c(=O)oc12)CCCC3
  5%	-13%	0.9	83	i	11	3%	-0.2%	-7%	-6%	7	777
> Cc1cc(C)c(C(=O)O)c(CC(C)(C)C(=O)O)c1
  -7%	46%	0.4	48	i	30	-2%	-0.2%	-10%	-13%	4	733
> CCN1CCN(C(=S)NC(C)c2ccccc2)CC1 (stereo not given)
  17%	-5%	-1.3	37	i	33	24%	0.2%	-6%	-5%	-4	639
> CCOC(=O)N1CCN(C(=O)c2ccccc2NC(=O)c2ccc(F)cc2)CC1
  1%	-1%	0.4	79	i	56	-6%	-0.8%	2%	-2%	10	614
> O=C(NCCN1CCOCC1)c1cc(-c2ccccc2)on1
  1%	-3%	-0.6	54	i	46	0%	-0.1%	7%	-5%	10	754
> Cc1onc(-c2c(Cl)cccc2Cl)c1C(=O)N1CCN(c2ccc(F)cc2)CC1
  -3%	6%	-0.6	59	i	42	7%	0.2%	13%	-7%	2	717
> CN(C)c1ccc(CC(=O)c2nc3ccccc3s2)cc1
  19%	10%	0.4	107	i	60	14%	-0.3%	9%	0%	5	655

The last 2 entries of the part above come first, to join the parts.
Values in the order: SV40 large T antigen	GPR35 antagonists	NTR1 agonist	NTR1 agonist cell count 20 µM	T cell HTS	T cell HTS vesicle-bound %	MgcRacGAP inhibition	GPR55 beta-arrestin	GPR55 antagonists	LYP inhibition	Lipid droplet	Lipid droplet cells 6.5 µM
> Cc1onc(-c2c(Cl)cccc2Cl)c1C(=O)N1CCN(c2ccc(F)cc2)CC1
  -3%	6%	-0.6	59	i	42	7%	0.2%	13%	-7%	2	717
> CN(C)c1ccc(CC(=O)c2nc3ccccc3s2)cc1
  19%	10%	0.4	107	i	60	14%	-0.3%	9%	0%	5	655
> Cc1cc(-c2n[nH]c(=S)n2/N=C/c2cccc([N+](=O)[O-])c2)n[nH]1
  22%	x	0.0	57	i	25	u	0.2%	0%	-5%	-12	608
> NC(=O)CN1C(=O)NC2(CCCc3sccc32)C1=O (stereo not given)
  7%	2%	-0.5	47	i	21	4%	0.8%	-2%	-4%	-4	818
> COC(=O)c1ccccc1NC(=O)COC(=O)[C@H](C)NC(N)=O
  10%	20%	-0.9	68	i	38	11%	-0.1%	17%	-2%	1	707
> CCOc1ncccc1C(=O)Nc1ccc(F)c(Cl)c1
  4%	0%	0.4	48	i	28	3%	-0.1%	21%	-4%	14	649
> O=C(CN(Cc1ccco1)C(=O)Cn1nnc(-c2cccs2)n1)NCc1ccccc1
  4%	-9%	-0.7	61	i	42	5%	-0.2%	0%	-6%	x	x
> C[C@@H]1CCC2[C@](C)(CO)[C@@H](O)CC[C@]2(C)[C@@]12CC[C@@](CO)(CC(=O)O)O2 (stereo not given in full)
  10%	11%	0.9	96	i	53	11%	0.0%	9%	-7%	1	825
> COC(=O)c1ccc(CSc2nnc(Nc3ccc(OC)cc3)s2)o1
  -3%	-12%	4.0	67	i	60	8%	0.3%	21%	-3%	x	x
> CCN(Cc1ccccc1)C(=O)COC(=O)c1cnc(C)cn1
  6%	4%	-0.3	34	i	5	5%	0.2%	-1%	-6%	15	689
> CCN(CC)CCCN(C(=O)c1ccccc1F)c1nc(-c2ccc(OC)cc2)cs1
  6%	-15%	1.5	64	i	55	13%	0.3%	5%	0%	2	775
> O=c1cc2ncc(-c3[nH]ncc3[N+](=O)[O-])cn2[nH]1
  14%	4%	0.7	71	i	23	18%	-0.1%	0%	-6%	1	701
> CCc1nn(CC(=O)NCCCN2CCOCC2)c(=O)c2cc3cc(F)ccc3n12
  29%	0%	-1.7	53	i	17	8%	-0.2%	-3%	0%	-10	682
> N#Cc1sc2nc(C3CC3)cc(-c3ccc(Cl)cc3)c2c1N
  7%	7%	16	65	i	31	3%	0.5%	13%	5%	12	632
> COc1cccc(N2C(=O)C3C(C2=O)C3(c2ccccc2)c2ccccc2)c1 (stereo not given)
  4%	9%	0.2	58	i	45	-9%	-0.6%	10%	0%	-8	685
> Cc1ccc(OCC(=O)NNC(=O)c2ccccc2OCc2c(C)noc2C)cc1
  3%	x	1.0	54	i	18	2%	x	x	x	x	x
> NC(=O)c1cc2cc(Cc3ccccc3Cl)ccc2oc1=O
  2%	-14%	2.7	55	i	42	-12%	0.4%	-5%	2%	-4	689
> COC(=O)c1cnn(-c2ccc(C)c(C)c2)c1-n1cccc1
  4%	1%	1.3	86	i	23	5%	-0.3%	-7%	-4%	25	770
> O=C(Cc1ccccc1)NCc1n[nH]c(=S)n1-c1ccccc1
  10%	-11%	-0.7	50	i	23	-2%	-1.0%	6%	-11%	-2	648
> CNCC/C=C1/c2ccccc2CSc2ccccc21
  14%	3%	7.3	39	i	44	7%	-0.4%	0%	-5%	-6	752
> CC1(C)Cc2cccc(C(=O)NC3CCN(Cc4ccccc4)CC3)c2O1
  12%	8%	0.4	52	i	20	2%	1.2%	-1%	-4%	-12	553
> COc1ccc(CNC(=O)C2CCN(C(=O)c3cccc(Cl)c3)CC2)cc1
  13%	-2%	0.1	59	i	11	8%	-0.1%	2%	-8%	-12	801

Continued:
Values in the order: SV40 large T antigen	GPR35 antagonists	NTR1 agonist	NTR1 agonist cell count 20 µM	T cell HTS	T cell HTS vesicle-bound %	MgcRacGAP inhibition	GPR55 beta-arrestin	GPR55 antagonists	LYP inhibition	Lipid droplet	Lipid droplet cells 6.5 µM
> O=C(c1sccc1-c1ccccc1)N1CCN(S(=O)(=O)c2ccccc2)CC1
  17%	-8%	3.1	64	i	37	-2%	-0.1%	10%	-3%	-2	844
> CCN(CC)S(=O)(=O)c1ccc(Oc2ccc(S(=O)(=O)N(CC)CC)cc2)cc1
  7%	14%	1.4	77	i	12	10%	-0.1%	7%	2%	-6	697
> COc1cc(/C=N\NC(=O)c2cccc(Cl)c2)ccc1Oc1ccc([N+](=O)[O-])cn1
  5%	5%	0.5	43	i	2	11%	-0.2%	-12%	3%	-15	673
> Cc1ccc2nc(SCC(=O)NCc3ccco3)c(C)cc2c1
  x	15%	1.3	90	i	23	10%	0.2%	11%	0%	-9	700
> CC1NC(=S)N(Cc2ccccc2)C1=O (stereo not given)
  5%	16%	5.7	48	i	24	4%	-0.1%	3%	-12%	3	781
> Cc1ccc(C(=O)c2c(NC(=O)c3ccncc3)sc3c2CCCC3)cc1
  6%	-16%	25	87	i	40	7%	-0.4%	7%	-1%	0	681
> CCOC(=O)N1CCN(c2cc(=O)n(-c3cccc(C)c3)c(=O)[nH]2)CC1
  1%	-8%	-0.6	74	i	36	-3%	-0.3%	1%	-10%	6	691
